# Assay outcomes (PubChem BioAssay)
# GPR151 ag – activates the human receptor GPR151. hit rate 1% among 650,000. PathHunter beta-arrestin GPR151 cells, luminescence. activation, % at 11.2 µM. Q8TDV0; in the data active means activation above about 4.9%;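 further: 0% = median of compound wells and 100% = cells with positive control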
# MITF inh – human MITF inhibition, primary screen; O75030; AlphaScreen MITF homodimerization, bead proximity signal; inhibition, % at 2.6 µM; hit rate 0.91% among 650,000; in the data active means inhibition above about 50%;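 further: 0% = vehicle wells with protein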
# TEAD-YAP block – TEAD-YAP interaction inhibition; AID 1259422; inhibition, % at 9.12 µM; HEK-TIYL cells, TEAD-Gal4/YAP UAS-luciferase luminescence; hit rate 1.4% among 640,000; in the data active means inhibition above about 32%;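 further: 0% = median of test compound wells and 100% = reference inhibitor wells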
# FBW7 activator – human FBW7 E3 ligase activation, primary screen; hit rate 0.13% among 650,000; normalized activity (activation), % at 26.1 µM; AlphaScreen FBW7–phospho-cyclin E peptide binding, activator screen; Q969H0; in the data active means normalized activity above about 1.9%;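 further: purified mutant Fbw7 with reduced substrate affinity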
# Target sequence (Q969H0 whole entry, looked up): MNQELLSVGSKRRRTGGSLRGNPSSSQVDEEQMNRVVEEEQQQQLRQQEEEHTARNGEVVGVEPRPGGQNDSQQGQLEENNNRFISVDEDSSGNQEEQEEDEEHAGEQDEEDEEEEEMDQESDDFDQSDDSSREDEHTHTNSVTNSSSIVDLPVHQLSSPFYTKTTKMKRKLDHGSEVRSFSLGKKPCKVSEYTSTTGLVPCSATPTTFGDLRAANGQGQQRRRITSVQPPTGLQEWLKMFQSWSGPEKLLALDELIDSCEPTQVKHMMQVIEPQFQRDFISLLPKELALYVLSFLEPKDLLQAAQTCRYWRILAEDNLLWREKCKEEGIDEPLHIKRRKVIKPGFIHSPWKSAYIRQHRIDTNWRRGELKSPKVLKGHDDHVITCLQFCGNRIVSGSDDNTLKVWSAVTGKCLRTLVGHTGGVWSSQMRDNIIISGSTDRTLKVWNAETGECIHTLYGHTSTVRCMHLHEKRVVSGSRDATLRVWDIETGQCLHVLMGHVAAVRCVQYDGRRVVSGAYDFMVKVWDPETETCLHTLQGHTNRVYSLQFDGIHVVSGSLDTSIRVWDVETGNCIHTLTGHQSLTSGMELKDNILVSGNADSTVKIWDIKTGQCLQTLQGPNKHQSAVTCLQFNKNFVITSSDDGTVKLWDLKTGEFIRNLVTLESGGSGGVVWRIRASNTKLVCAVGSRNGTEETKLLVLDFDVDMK
# An asterisk follows results filed as active; . = not tested or not shown; & = joins results of further samples. A portion of the library; the hit share may differ from the screen's.
SMILES,GPR151 ag,MITF inh,TEAD-YAP block,FBW7 activator
Fc1ccc(NC2=NCCS2)cc1Cl,1.6,-6,-2,0.1
CCOP(=S)(/C(C#N)=C(\O)Cc1ccccc1)c1ccccc1 (centres undefined),0.3,-6,5,-0.1
CC(C)N1Cc2ccccc2-n2cccc2C1C(=O)O (centres undefined),2.8,-1,-1,-0.1
Cc1ccc(-n2c(/C=C/c3cccc(Br)c3)nc3ccccc3c2=O)cc1C,2.8,-15,5,0.1
O=[N+]([O-])[N-][n+]1cnn(Cc2ccc(Cl)cc2)c1,-1.2,-10,-24,-0.1
Cn1c(=O)cc(OCC(=O)N2CCN(Cc3ccc4c(c3)OCO4)CC2)c2ccccc21,-0.2,16,9,0.8
N=C1c2ccccc2CN1c1cccc(C(F)(F)F)c1,-1.5,1,4,0.3
Fc1ccc2c(c1)ncn2C1CCN(Cc2nnnn2CCc2ccccc2)CC1,-1.3,-7,-2,-0.1
Cc1cccc(-n2c(-c3cccnc3)nc3ccccc3c2=O)c1,2.1,-27,6,-0.9
CCCCC1(c2ccccc2)C(=O)NC(=O)NC1=O,1.5,14,6,0.2
CC1(C)CC(n2[nH]c(=O)c3c2NC(=O)CSC3c2ccc(F)cc2)CCO1 (centres undefined),3.0,4,-6,0.0
Cc1c(-c2ccc(C=C3C(=O)NC(=O)NC3=O)o2)cccc1[N+](=O)[O-],0.8,3,-8,0.1
COc1ccc(F)cc1C(=O)C1CCCN(Cc2cccc(C)n2)C1 (centres undefined),0.6,2,2,-0.1
CCOc1ccc(N2C(=O)CC(=O)NC2=S)cc1,1.7,3,-3,0.0
CCCCC/C=C\C/C=C\C/C=C\C/C=C\CCCC(=O)N[C@@H](CO)C(=O)O,2.8,-3,.,.
COc1ccc(Br)cc1C1C(C#N)=C(N)Oc2c1c(=O)oc1ccccc21 (centres undefined),-1.3,-5,-2,0.0
CCC1N2CC3(C)CN1CC(C)(C2)C3=O (centres undefined),-0.2,-3,-1,-0.2
CC(C)(C)CC(=O)OCC(=O)Nc1ccc(C#N)c(Cl)c1,1.1,5,2,0.0
Cc1cccc(-n2c(/C=C\c3cccc(Br)c3)nc3ccccc3c2=O)c1,-0.7,-2,8,-0.1
CCOC(=O)C1C2NC(=S)N(c3ccccc3)C1(C)Oc1ccc(Br)cc12 (centres undefined),0.0,18,18,-0.7

# Quoted at random: 5 compounds from above
SMILES,GPR151 ag,MITF inh,TEAD-YAP block,FBW7 activator
Cc1cccc(-n2c(-c3cccnc3)nc3ccccc3c2=O)c1,2.1,-27,6,-0.9
N=C1c2ccccc2CN1c1cccc(C(F)(F)F)c1,-1.5,1,4,0.3
COc1ccc(Br)cc1C1C(C#N)=C(N)Oc2c1c(=O)oc1ccccc21 (centres undefined),-1.3,-5,-2,0.0
Cc1c(-c2ccc(C=C3C(=O)NC(=O)NC3=O)o2)cccc1[N+](=O)[O-],0.8,3,-8,0.1
Cc1cccc(-n2c(/C=C\c3cccc(Br)c3)nc3ccccc3c2=O)c1,-0.7,-2,8,-0.1

# New compounds follow.
SMILES,GPR151 ag,MITF inh,TEAD-YAP block,FBW7 activator
N#CCCn1cc(C=O)c(-c2ccc(Br)cc2)n1,0.6,11,0,0.2
Cc1cccc(-n2c(C)nc3cc([N+](=O)[O-])ccc3c2=O)c1,0.5,1,-11,-0.1
CCC12CN3CCN(CC(C3)/C1=N/NC(=O)c1ccncc1)C2,-0.2,8,-7,-0.1
O=C1c2cccc3cccc(c23)C(=O)N1/N=C/c1c(O)n(-c2ccccc2)c(=O)[nH]c1=O,-0.1,16,0,-0.1
O=C(C1CC2CCC1C2)N1CCN(c2cccc(Cl)c2)CC1 (centres undefined),-0.5,6,6,0.1
NN=C(N)N,1.2&-1.1&0.5,0&17&2,-4&0,-0.1&0.0&0.1
CCOC(=O)C12OC1(c1ccc(CC)cc1)C(=O)c1ccccc1C2=O (centres undefined),0.2,21,37*,0.1
CCOC(=O)C1(CCc2ccccc2)CCN(CC(O)CO)CC1 (centres undefined),0.5,5,7,-0.2
Cc1nn(CCC#N)c2c1P(=S)(N1CCCCC1)OC(c1ccccc1)=N2 (centres undefined),-0.3,8,1,-0.3
COC(=O)C1C(=O)N(C)C2(C)CC1c1cc(OC)ccc1O2 (centres undefined),1.1,-7,14,0.1
c1cncc(C2Nc3cccc4cccc(c34)N2)c1,-1.3,24,10,0.1
O=[N+]([O-])c1cccc(CNCCc2ccccc2)c1,-0.2,3,2,0.1
CC(C)OC(=O)C1C2c3ccccc3C(c3ccccc32)C1C(=O)OC(C)C (centres undefined),-0.9,0,4,0.2
CCOC(=O)c1nc2ccccc2c(=O)n1-c1ccc(F)cc1,-1.3,8,7,0.0
CC(C)(C)N1CC1C(=O)OCc1ccccc1 (centres undefined),-0.1,12,-3,0.1
CCc1nc2ccccc2c(=O)n1-c1ccccc1[N+](=O)[O-],-1.3,-2,3,0.2
CN1C(C(=O)c2ccccc2)C1c1ccc([N+](=O)[O-])cc1 (centres undefined),0.7,25,2,0.7
COC(=O)C1C2c3ccccc3C(c3ccccc32)C1C(=O)O (centres undefined),1.1,0,7,0.1
Cc1ccc(OCC(=O)Nc2ccc(Cl)cc2C(=O)c2ccccc2)cc1C,-0.2,-4,2,0.0
O=C1CCCN1C(=O)c1cc(Cl)cc(Cl)c1,-0.7,3,6,0.0

# Given with each value named: 3 of the compounds above.
> O=C(C1CC2CCC1C2)N1CCN(c2cccc(Cl)c2)CC1 (centres undefined)
  GPR151 ag: -0.5
  MITF inh: 6
  TEAD-YAP block: 6
  FBW7 activator: 0.1
> NN=C(N)N
  GPR151 ag: 1.2&-1.1&0.5
  MITF inh: 0&17&2
  TEAD-YAP block: -4&0
  FBW7 activator: -0.1&0.0&0.1
> CCOC(=O)C12OC1(c1ccc(CC)cc1)C(=O)c1ccccc1C2=O (centres undefined)
  GPR151 ag: 0.2
  MITF inh: 21
  TEAD-YAP block: 37*
  FBW7 activator: 0.1

# Next section.
SMILES,GPR151 ag,MITF inh,TEAD-YAP block,FBW7 activator
CN1CCN(Cc2ccc(F)cc2)CC1CCO (centres undefined),3.3,-6,4,-0.1
O=C1NC(=S)NC(=O)C1CCCC=C(Cl)Cl,-1.3,-2,1,0.0
COc1ccc(N2CCN(Cc3cccc(F)c3)CC2)cc1,-1.2,43,0,0.1
COc1ccccc1CN1CCN(Cc2ccccc2C)CC1,-0.1,78*,-8,-0.2
O=C(c1cc(-c2ccccc2)nc2ccccc12)N1CCC2(CC1)OCCO2,-0.1,-6,-11,-0.1
NC(=O)c1cc(N2CC2)c([N+](=O)[O-])cc1[N+](=O)[O-],0.0,7,6,-0.1
CCC(/C=C1\Sc2ccc(Cl)cc2N1CC)=C\c1sc2ccc(Cl)cc2[n+]1CC,-0.8,28,24,-0.5
Cc1ccc(-n2c(-c3ccc([N+](=O)[O-])cc3)nc3ccccc3c2=O)cc1C,-1.3,-2,2,-0.1
COc1ccc2nc(NC(=O)CN3C4CCC3CC(O)(c3nccn3C)C4)sc2c1 (centres undefined),-0.6,10,11,-0.1
O=C(c1cc2ccccc2oc1=O)N1CCC2(CC1)OCCO2,0.5,6,-5,0.1
CC(C)CN1CCN(Cc2ccc(OC(F)F)cc2)CC1CCO (centres undefined),-0.8,-16,2,-0.2
O=C(CN1CCCC1)c1ccccc1Br,-0.1,-5,-15,0.0
COC(=O)C(O)(c1ccc(N(C)C(=O)COc2ccccc2)cc1)C(F)(F)F (centres undefined),0.7,1,1,0.0
NC(=O)C1CCN(CC(=O)Nc2ccc([N+](=O)[O-])cc2C(=O)c2ccccc2)CC1,-0.4,15,2,-0.1
CCOC(=O)c1cncn1[C@H](C)c1ccccc1,1.6&-0.2,-11&-22,6,-0.1&-0.2
COCc1c(C)cc(C)c(C=C(C#N)C#N)c1C,-0.4,-26,6,-0.2
O=c1c2cc(Cl)ccc2nc(C[n+]2ccccc2)n1-c1ccc([N+](=O)[O-])cc1,0.5,10,-12,0.0
O=c1c2ccccc2nc(N2CCCC2)n1-c1ccccc1,1.1,-6,-1,0.0
CC(=O)OCCC#CCN1CCCCC1c1cccnc1 (centres undefined),0.6,9,2,0.1
O=C(C[N+]12CCC(CC1)C(C(O)(c1ccccc1)c1ccccc1)C2)c1ccc([N+](=O)[O-])cc1 (centres undefined),-0.7,12,-7,0.0
CC(=O)N1CCc2cc(N(C(=O)C3CC3)C3CCN(C)CC3)ccc21,-0.2,3,6,-0.1
O=c1c2ccccc2nc(-c2ccoc2)n1-c1ccccc1,0.5,4,2,0.2
COc1ccc(CC2C(=O)N(C)C(=O)N(C)C2=O)c(OC)c1,0.1,-4,-2,0.9
COc1ccccc1CCNCc1cccc(F)c1,-1.1,14,0,-0.3
COc1ccc(Cl)cc1NC1=NCC(C)S1 (centres undefined),-0.6,0,9,0.2
COc1cccc(CCNCc2ccccc2F)c1,3.1,21,-3,-0.3
O=CN1N=C(c2cccnc2)CC1(O)C(F)(F)F (centres undefined),-0.4,0,-8,0.1
O=C(NCc1cccnc1)C(Cl)(Cl)Cl,1.4,-3,8,-0.1
Cc1ccc(C(=O)Oc2cccc3cccnc23)cc1S(=O)(=O)N1CCOCC1,-0.2,16,2,-0.9
COc1cccc(-n2c(/C=C/c3ccc(N(C)C)cc3)nc3ccccc3c2=O)c1,-0.1,-2,-7,0.2
c1ccc(CCN2CCc3nc4ncccc4cc3C2)cc1,0.3,-2,-15,-0.1
O=C(Nc1ccc2ccccc2c1)N1C[C@H]2C[C@@H](C1)c1cccc(=O)n1C2,-0.2,0,3,0.0
CCOC(=O)C1(c2ccccc2)CCN(CCC(=O)Nc2ccc(C(=O)OC)cc2)CC1,0.7,4,0,0.0
CC(=O)N1CN2CN(C(C)=O)CC(C(=O)c3ccc([N+](=O)[O-])cc3)(C2)C1,-1.5,9,-7,0.2
COc1ccc(-c2ccc(NCc3ccc(Cl)nc3)nc2)cc1,-1.0,21,11,0.1
CCN1CCN(Cc2ccc(SC)cc2)CC1,0.9,39,4,-0.5
CC1(C(=O)OCC(=O)Nc2ccc(C#N)c(Cl)c2)CC1(Cl)Cl (centres undefined),2.5,4,5,0.1
N#CCCn1cc(C(N)=O)c(-c2ccc([N+](=O)[O-])cc2)n1,0.4,9,7,0.1
Cc1cccc(NC(=O)c2ccc(N3CC4CC(C3)c3cccc(=O)n3C4)c(N)c2)n1 (centres undefined),0.1,4,-2,0.0
CCOC(=O)C1(C#N)CC2c3ccccc3C1c1ccccc12 (centres undefined),1.7,15,7,2.0*
CCOC(=O)C1C2NC(=S)N(c3ccc(C)cc3)C1(C)Oc1ccccc12 (centres undefined),1.1,26,3,-0.5
Cc1nc2c(-c3ccc(F)cc3)c(C)nn2c(C)c1CC(=O)N1CCN(C)CC1,0.0,4,-3,0.0
NCCCCCCc1c[nH]c2ccccc12,1.5,-8,6,-0.1
CCN1CCN(Cc2cc(OC)ccc2O)CC1,0.1,-6,6,-0.1
COc1ccc(CCNCc2cc(C#N)n(C)c2C)cc1,-1.0,47,1,-0.1
CN1CCC(N(C)c2ccc(C(N)=O)cc2[N+](=O)[O-])CC1,-0.1,-2,4,-0.1
COc1ccccc1NC(=O)C(Cl)(Cl)Cl,1.9,2,-7,0.1
N=C1c2ccccc2CN1c1ccccc1,-0.6,-7,11,-0.1
NC(=O)OCCSc1nnc(-c2ccccc2)o1,0.6,8,3,0.8
CN1CCN(c2ncnc3ccc(Br)cc23)CC1,-1.3,-8,17,-0.1
OC1(c2cccnc2)CC2CCC(C1)N2Cc1nnnn1Cc1cccs1 (centres undefined),-0.9,-7,18,0.0
CC(C)=CCOc1c2occc2cc2ccc(=O)oc12,0.0,-2,-3,0.0
O=C(Cn1c[n+]([N-][N+](=O)[O-])cn1)Nc1nncs1,-0.5,-12,3,-0.1
CCOC(=O)c1nc2ccccc2c(=O)n1-c1ccc(C)cc1C,0.6,-2,11,0.0
Cc1ccc2c(c1)C1CN(C)CCC1N2C(=O)C12CC3CC(CC(C3)C1)C2 (centres undefined),-1.5,15,8,0.0
O=C(CC(=O)N1CC2CC(C1)c1cccc(=O)n1C2)c1ccccc1 (centres undefined),-1.1,9,4,1.1
Cc1cccc(C)c1OCC(=O)Nc1ccc(Cl)cc1C(=O)c1ccccc1,-0.2,-1,-1,-0.2
C[C@]12CCC(O)CC1=CCC1C2CC[C@]2(C)C(=O)/C(=C/c3cccs3)CC12 (some centres undefined),1.1,-9,-1,-0.2
CCN1CCc2nc3ccccc3c(C(=O)O)c2C1,0.2,61*,5,-0.1
CCOC(=O)C1(c2ccccc2)CCN(CCOc2ccccc2)CC1,1.1,32,1,-0.3
# The results go on.
SMILES,GPR151 ag,MITF inh,TEAD-YAP block,FBW7 activator
O=[N+]([O-])c1ccc(NCC(c2ccc(F)cc2)N2CCOCC2)c2ccncc12 (centres undefined),0.6,-1,-14,0.0
N#Cc1cccc(CN2CCC(N(Cc3cccnc3)C(=O)c3ccco3)CC2)c1,-0.7,5,-1,-0.1
CCOc1ccc(CN(CCc2ccc3c(c2)OCO3)Cc2cccc(Br)c2)cc1,-0.1,37,3,-0.1
Oc1cccc(CN2CCN(c3ccccc3Cl)CC2)c1,-0.4,39,5,0.7
